M17LAP inhibition = P. falciparum M17LAP inhibitors, primary screen, biochemical, fluorogenic H-Leu-NHMec substrate, 1536-well (AID 1619). recombinant M17LAP, H-Leu-NHMec fluorogenic kinetic assay; higher % means a stronger effect. inhibition, % at 30 µM, or IC50 in µM where a hit was titrated. actives 0.38% (n = 220,000);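 active means compound inhibiting the enzyme by more than half at any dose during confirmatory dose-response retesting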;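 further: plate controls were full reaction with DMSO carrier for no effect and no enzyme background for full effect; strong numbers were not always called active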
Dynein cargo inh = dynein cargo transport inhibition; 3617.4 mouse cells, GR-EGFP nuclear translocation imaging; test concentration mostly 20 µM; stimulated with dexamethasone, 1 µM; hits give low values; z-score, hits read low; actives 0.47% (n = 220,000);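 active means plate z-score of nuclear minus cytoplasmic receptor signal below a set negative limit, without overly bright fluorescence or cell loss, cut at about -3.5 in these data, passing the limit was not always enough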;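 further: z-score of nuclear minus cytoplasmic ring GR-EGFP intensity difference per well; some compounds called inactive have numbers as strong as hits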
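Buffer or medium – tet-free medium with charcoal-stripped serum · Signal – automated 10x imaging of fixed Hoechst-stained cells · Also added – dexamethasone agonist, 1.0 µM final, for 30 min · Incubation – induction 48 h, compound 1 h, agonist 30 min · Read-out – GR-EGFP nuclear translocation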
KOR beta-arrestin-1 = KOR antagonists, beta-arrestin recruitment, cell-based, luminescence, uHTS (AID 1778) | one-dose inhibition, % at 10 µM; IC50 in µM for titrated hits | KOR beta-arrestin recruitment, luminescence, antagonist mode; higher % means a stronger effect | actives 0.091% (n = 290,000); further: strong numbers were not always called active
GPR55 activation = GPR55 agonists via beta-arrestin recruitment, primary screen, imaging, U2OS cells, beta-arrestin-GFP redistribution (AID 1961). U2OS GPR55 beta-arrestin-GFP redistribution imaging; higher % means a stronger effect. activation, % at 10 µM, or EC50 in µM where a hit was titrated. actives 0.048% (n = 290,000);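 active means activation above 40% with more than 50 cells counted in the well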;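 further: U2OS osteosarcoma cells stably expressing GPR55 and beta-arrestin-GFP; plate controls were DMSO negative control for no effect and LPI positive control for full effect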
M1AAP inhibition = P. falciparum M1AAP inhibitors, biochemical, fluorogenic H-Leu-NHMec substrate, 1536-well (AID 1445); inhibition, % at 30 µM; hits with a dose series show IC50 in µM; actives 0.42% (n = 220,000); recombinant M1AAP, H-Leu-NHMec fluorogenic kinetic assay; higher % means a stronger effect;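 active means primary inhibition above the hit cutoff, then over 50% inhibition at one or more dose response concentrations, cut at about 23% in these data, passing the limit was not always enough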;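 further: plate controls were DMSO full reaction for no effect and no enzyme background for full effect; strong numbers were not always called active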
NOD2 inhibition = NOD2 signaling inhibitors, cell-based, luminescence, uHTS, HEK293 (AID 1566); HEK293 NOD2/NF-kB luciferase reporter, luminescence; higher % means a stronger effect; inhibition, % at 4 µM; hits with a dose series show EC50 in µM; actives 0.63% (n = 290,000); further: many of its hits are not listed in these tables
NOD1 inhibition = NOD1 signaling inhibitors, primary screen, cell-based, luminescence, uHTS (AID 1578); NOD1-driven NF-kB luciferase reporter cells, luminescence; higher % means a stronger effect; inhibition, % at 4 µM, or EC50 in µM where a hit was titrated; actives 1% (n = 290,000); in the data active means inhibition mostly above about 36%, no sharp cut-off; inactive means mostly below about 34%;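 further: HEK-293T reporter cells stimulated with the NOD1 agonist gamma-tri-DAP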
AID2073 = inhibitors of Mint1-CaV2.2 protein interaction, biochemical, HTRF (AID 2073); HTRF protein-protein interaction, Mint1-CaV2.2; higher % means a stronger effect; inhibition, % at 20 µM; hits with a dose series show IC50 in µM; actives 0.19% (n = 290,000); in the data active means inhibition mostly above about 51%, no sharp cut-off; further: some results filed as inactive read as strong as hits
KOR beta-arrestin-2 = KOR agonists, beta-arrestin recruitment, primary screen, cell-based, luminescence, uHTS (AID 1777). activation, % at 10 µM, or EC50 in µM where a hit was titrated. actives 0.02% (n = 280,000). KOR beta-arrestin recruitment, luminescence; higher % means a stronger effect; in the data active means activation above about 50%, passing the limit was not always enough; further: a part of the inactive calls stands beside numbers as strong as those of hits
Dynein cargo inh cytoplasmic EGFP = recorded beside Dynein cargo inh, whose call it bears; z-score; measured here: cytoplasmic GR-EGFP intensity; hits give high values
Dynein cargo inh nuclear GR-EGFP = recorded beside Dynein cargo inh, whose call it bears; z-score; measured here: nuclear GR-EGFP intensity;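 lower value marks the stronger effect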
Dynein cargo inh cell count = further read-out of Dynein cargo inh, marked with its call; z-score; measured here: cell count per field
* marks the source's active call; other numbers are inactive results; i = inactive; x = not tested or not shown; [ ] = dose if it differs, or a comment. Unless noted, no stated cut-off is given here; in the data, active means inhibition above about 50%; inactive means the rest. A portion of the library; rates above refer to the full screens.

| compound | M17LAP inhibition | Dynein cargo inh | Dynein cargo inh cytoplasmic EGFP | Dynein cargo inh nuclear GR-EGFP | Dynein cargo inh cell count | KOR beta-arrestin-1 | GPR55 activation | M1AAP inhibition | NOD2 inhibition | NOD1 inhibition | AID2073 | KOR beta-arrestin-2 |
| --- | --- | --- | --- | --- | --- | --- | --- | --- | --- | --- | --- | --- |
| C=Cn1ccnc1P(=S)(c1cc(N(CC)CC)ns1)c1nccn1C=C | -4.4% | -0.684 | -0.333 | -0.146 | 0.362 | 25.3% | 0.2% | -0.1% | -13.7% | -3.4% | 8.8% | x |
| O=C(c1cc(S(=O)(=O)N2CCCCC2)ccc1F)N1CCC2(CC1)OCCO2 | -6.0% | -0.724 | -0.148 | -0.355 | 0.549 | -12.5% | 0.0% | 3.0% | 1.3% | -12.2% | -1.8% | -1.0% |
| Cc1ccc(C)c(NC(=O)CSc2nnc([C@@H](N)Cc3c[nH]c4ccccc34)o2)c1 | 22.9% | x | x | x | x | -25.9% | -1.0% | 4.8% | 13.1% | 2.9% | 3.6% | -7.7% |
| CCCOC(=O)Nc1ccc([As](=O)(O)O)cc1NC(=O)OCCC | -8.4% | 0.761 | -0.213 | 1.03 | -0.454 | 15.5% | 0.8% | -3.9% | 10.4% | -1.3% | 24.4% | 1.0% |
| COc1ccc(-n2c(SC)nc3ccccc3c2=O)cc1 | 3.7% | -0.763 | -0.315 | -0.313 | -0.0198 | 12.0% | -0.2% | 2.4% | 9.3% | -8.5% | -4.8% | 11.7% |
| CC(C)Sc1nnc([C@@H](N)Cc2c[nH]c3ccccc23)o1 | 6.8% | -0.373 | 0.139 | -0.0861 | 0.313 | -2.3% | -0.1% | 13.1% | -5.7% | -2.5% | -12.9% | -4.5% |
| Cc1nc2c(-c3ccc(F)cc3)c(C)nn2c(C)c1CCC(=O)N1CCC2(CC1)OCCO2 | 12.4% | -1.07 | -0.333 | 0.0654 | 1.37 | -30.2% | 0.0% | -0.2% | 7.4% | -4.4% | 9.3% | 5.8% |
| Nc1nonc1OCCCCOc1nonc1N | 11.0% | -0.0424 | -0.336 | 0.491 | -0.207 | -2.9% | -0.3% | 6.8% | 6.3% | -24.7% | 1.1% | -1.5% |
| CCOC(=O)c1c(C)n(Cc2ccc(F)cc2)c2ccc(O)cc12 | 6.4% | -0.897 | -0.145 | -0.461 | 0.694 | 16.9% | 0.2% | 18.9% | -4.5% | -5.5% | -24.5% | 1.2% |
| COc1ccc(CNCCc2c[nH]c3ccccc23)cc1OC | x | x | x | x | x | 5.4% | 0.3% | x | 12.8% | -18.1% | 5.6% | -2.6% |
| CCOC(=O)C1(CCc2ccccc2)CCN(Cc2ccc3c(c2)OCCO3)CC1 | -0.4% | -0.539 | -0.145 | -0.119 | 0.864 | -4.7%[20 µM] | 0.0% | 3.4% | 9.4% | 2.0% | -2.5% | x |
| CN1CC=C(/C=C/c2ccc(-c3ccccc3)cc2)CC1 | x | x | x | x | x | -5.0% | -0.1% | x | 12.2% | -25.1% | -2.7% | 3.7% |
| Cc1c(O)ccc(C(=O)CN2CC(C)OC(C)C2)c1O (stereo unspecified) | x | x | x | x | x | -42.7% | 1.0% | x | 5.5% | -14.2% | 4.1% | 0.3% |
| CCC(C)C1NC(=O)C(C(C)=O)=C1O (stereo unspecified) | -2.5% | -0.866 | -0.752 | -0.193 | -0.0991 | 28.6% | 0.0% | 4.2% | 5.8% | -0.8% | 12.1% | -6.0% |
| Cc1ccc(CN2C(=O)NC(=O)C3(Cc4c(nc5ccccn5c4=O)N4CCCCCC43)C2=O)cc1 (stereo unspecified) | -12.2% | -0.661 | -0.207 | -0.0976 | 0.527 | -5.6% | 0.0% | 9.6% | 14.9% | -32.2% | 3.9% | 11.2% |
| Nc1c(C(=O)OCc2ccccc2)c2nc3ccccc3nc2n1Cc1cccs1 | 0.2% | 0.728 | 0.187 | 0.843 | -1.85 | -41.8% | 0.9% | 15.4% | -3.8% | -8.3% | 15.3% | 0.2% |
| CCc1ccc(NC(=O)CCNC(=O)N2C[C@H]3C[C@@H](C2)c2cccc(=O)n2C3)cc1 | x | x | x | x | x | -9.9%[20 µM] | -0.2% | x | 1.0% | -9.2% | 15.1% | 4.5% |
| CC1(C)C(C(=O)N2CCN(c3ccc(Cl)cc3)CC2)C1(C)C | x | x | x | x | x | 34.0% | -0.1% | x | 3.2% | -6.4% | 3.4% | -3.6% |
| CCC(CC)NCc1c[nH]c2ccccc12 | 3.3% | 0.338 | -0.312 | 0.107 | 0.445 | -10.4%[20 µM] | 0.1% | -3.0% | 7.9% | -17.2% | 5.8% | -2.8% |
| CC(=NCc1ccco1)c1c(O)n(-c2ccc(C)cc2)c(=O)[nH]c1=O | 16.8% | 0.0407 | -0.298 | -0.0643 | 0.605 | -7.2% | 0.2% | 3.0% | 26.0% | 2.2% | 0.4% | 3.1% |
| c1ccc2c(c1)Sc1ccccc1N2CC1CN2CCC1CC2 (stereo unspecified) | 6.8% | 0.324 | -0.137 | -0.134 | 0.721 | -24.9% | 0.6% | 6.9% | 16.2% | -10.2% | 5.7% | 7.4% |
| O=C(c1ccncc1)C12CN3CN(CN(C3)C1)C2 | 5.7% | -0.0182 | -0.202 | 0.301 | 1.48 | 20.8% | 0.0% | -1.4% | 5.0% | -11.7% | -1.6% | -1.3% |
| COC(=O)c1cccc(NC(=O)N2C[C@H]3C[C@@H](C2)c2cccc(=O)n2C3)c1 | x | x | x | x | x | 7.4%[20 µM] | -0.2% | x | 1.0% | -0.3% | 4.0% | -2.6% |
| CCOP(=S)(OCC)SCOC(=O)NCC(=O)OC | 5.0% | -0.791 | -0.222 | -0.0855 | 0.57 | 17.5% | -0.3% | 3.8% | 4.7% | -5.9% | 3.1% | 11.6% |
| O=Cc1cn(Cc2c(F)cccc2Cl)c2ccccc12 | -6.5% | -1.48 | -0.279 | -0.724 | 3 | -17.9% | -0.3% | 7.9% | 25.4% | 66.0%* | -10.7% | 4.6% |
| N#CC12CNCC1CN=N2 (stereo unspecified) | -6.5% | 0.0135 | -0.195 | -0.244 | 0.138 | 3.8% | 0.2% | 1.7% | 1.8% | 0.2% | 2.0% | -1.6% |
| O=C(CSc1ccccc1)N1CCC2(CC1)OCCO2 | 4.6% | -1.03 | -0.264 | -0.334 | 0.359 | 26.5% | -0.1% | 4.1% | -8.1% | -18.6% | -10.0% | -4.8% |
| CC(CCc1ccccc1)NCCC#N (stereo unspecified) | 1.1% | 0.276 | -0.239 | 0.147 | -0.0505 | 20.5% | -0.1% | 3.2% | 6.9% | 0.1% | -4.8% | 1.3% |
| CCCN1C2CCCC1CC(NC(C)=O)C2 (stereo unspecified) | 5.7% | 0.21 | -0.507 | 0.393 | 0.311 | 31.6% | 0.2% | 1.4% | 6.1% | -22.2% | 1.6% | -1.1% |
| CC(NS(=O)(=O)OCC(Cl)(Cl)Cl)c1ccccc1 (stereo unspecified) | x | x | x | x | x | -23.8%[20 µM] | 0.9% | x | 6.1% | 23.6% | 11.5% | -0.3% |

A different layout for 2 compounds above.
Under each structure: M17LAP inhibition	Dynein cargo inh	Dynein cargo inh cytoplasmic EGFP	Dynein cargo inh nuclear GR-EGFP	Dynein cargo inh cell count	KOR beta-arrestin-1	GPR55 activation	M1AAP inhibition	NOD2 inhibition	NOD1 inhibition	AID2073	KOR beta-arrestin-2
O=Cc1cn(Cc2c(F)cccc2Cl)c2ccccc12
 : -6.5%	-1.48	-0.279	-0.724	3	-17.9%	-0.3%	7.9%	25.4%	66.0%*	-10.7%	4.6%
N#CC12CNCC1CN=N2 (stereo unspecified)
 : -6.5%	0.0135	-0.195	-0.244	0.138	3.8%	0.2%	1.7%	1.8%	0.2%	2.0%	-1.6%

Other compounds.
| compound | M17LAP inhibition | Dynein cargo inh | Dynein cargo inh cytoplasmic EGFP | Dynein cargo inh nuclear GR-EGFP | Dynein cargo inh cell count | KOR beta-arrestin-1 | GPR55 activation | M1AAP inhibition | NOD2 inhibition | NOD1 inhibition | AID2073 | KOR beta-arrestin-2 |
| --- | --- | --- | --- | --- | --- | --- | --- | --- | --- | --- | --- | --- |
| O=C(CN1CCCCC1)c1ccc(OC(F)F)cc1 | 22.7% | -0.575 | -0.243 | -0.446 | 0.494 | 11.7% | -0.1% | 4.8% | 14.1% | -13.3% | -3.7% | -2.1% |
| O=C(COc1ccc(Cl)cc1)N1CCN(Cc2ccc([N+](=O)[O-])cc2)CC1 | -3.5% | 0.0161 | -0.235 | -0.113 | 0.651 | -8.5% | -0.2% | -1.6% | -3.4% | 5.1% | -2.2% | 3.3% |
| CNC(=O)Oc1ccc(-c2cn3cc(C)ccc3n2)cc1 | -3.5% | 1.31 | -0.137 | 0.887 | -1.52 | -13.1% | -0.2% | 5.0% | -22.2% | 56.5% | 25.1% | 0.9% |
| CC[N+](CC)(CC)CC | 17.6% | -1.01 | -0.634 | -0.257 | 0.857 | 4.1% | -0.1% | 6.5% | 4.0% | -7.2% | -7.9% | -0.5% |
| O=C1NC(=O)N(Cc2ccco2)C(=O)/C1=C\c1cccn1CCOc1ccc(Cl)cc1 | 9.9% | 0.0285 | 0.341 | 0.0911 | 0.0563 | -0.1% | 0.2% | 10.4% | -46.5% | 29.8% | 43.1% | -2.9% |
| O=[N+]([O-])c1ccc(NCc2ccccc2)c2nonc12 | -0.4% | -6.81* | -0.439* | -3.52* | -1.07* | 8.9% | -0.3% | -0.3% | 13.7% | -14.2% | 32.7% | -8.5% |
| CCCC(=O)Nc1ccc(N2CCN(CC)CC2)c(Cl)c1 | -5.6% | -0.306 | -0.367 | -0.111 | 0.771 | 14.0% | -0.1% | -0.3% | 1.9% | -0.8% | 21.2% | 1.2% |
| COCCN1C(=O)/C(=C/c2c(OC)cc(OC)cc2OC)C(=O)N(c2ccccc2)C1=O | 13.6% | -1.69 | -0.234 | -0.254 | 0.0482 | -2.9% | -1.9% | 17.1% | 10.4% | -8.4% | 20.4% | 7.7% |
| COc1ccc(-c2cc(=NCCC(=O)O)c3cc(C)ccc3o2)cc1 | i | 0.682 | -0.224 | 0.617 | -0.39 | -49.8% | 0.7% | 38.9µM* | -71.9% | -22.4% | 46.2% | 0.8% |

Source: PubChem BioAssay (several laboratories)
